VLA-4 inh – inhibition in a human VLA-4 binding assay; inhibition, % (about 7 µM as worked out from the volumes in the protocol); hit rate 0.2% among 330,000; AID 2557; VLA-4 expressing cells, ligand binding flow cytometry; P13612; in the data active means inhibition above about 50%
GRK2 inh – human GRK2 inhibition via aptamer displacement; P25098; bead flow cytometry, FAM-aptamer displacement from GRK2; inhibition of aptamer binding, % at 10 µM; hit rate 0.59% among 330,000; AID 488847;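 active means inhibition of aptamer binding above 40%, roughly 3 SD of noise, on plates passing a quality check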;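 further: median bead fluorescence of bound FAM aptamer so fluorescent compounds give negative values; no value below 0 was filed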
Target sequence (P25098 whole entry, looked up): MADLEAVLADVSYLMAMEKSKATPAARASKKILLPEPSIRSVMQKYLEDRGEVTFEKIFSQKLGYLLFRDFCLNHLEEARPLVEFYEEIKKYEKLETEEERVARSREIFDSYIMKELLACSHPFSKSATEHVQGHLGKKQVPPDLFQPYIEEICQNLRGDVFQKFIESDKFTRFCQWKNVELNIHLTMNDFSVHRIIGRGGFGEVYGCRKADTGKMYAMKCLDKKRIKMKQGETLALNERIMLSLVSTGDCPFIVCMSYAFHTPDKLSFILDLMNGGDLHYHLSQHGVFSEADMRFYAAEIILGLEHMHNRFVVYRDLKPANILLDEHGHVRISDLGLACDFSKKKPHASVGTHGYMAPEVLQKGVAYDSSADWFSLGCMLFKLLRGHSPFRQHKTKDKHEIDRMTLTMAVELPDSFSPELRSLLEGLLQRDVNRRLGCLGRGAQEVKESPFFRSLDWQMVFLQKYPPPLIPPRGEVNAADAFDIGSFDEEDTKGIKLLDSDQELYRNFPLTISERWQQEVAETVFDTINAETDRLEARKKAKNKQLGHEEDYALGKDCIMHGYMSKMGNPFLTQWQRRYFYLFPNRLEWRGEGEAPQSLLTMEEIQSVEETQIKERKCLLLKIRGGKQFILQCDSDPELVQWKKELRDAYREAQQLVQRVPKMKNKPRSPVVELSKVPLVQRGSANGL
GLD-1 RNA inh – GLD-1-TGE RNA interaction inhibition (C. elegans); Q17339; purified GLD-1 + fluorescein TGE RNA, fluorescence polarization; inhibition, % at 5.96 µM; hit rate 0.44% among 320,000; AID 2280;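 active means percent inhibition above a per-plate cutoff, the plate mean of test compounds plus 3 SD, cut at about 30% in these data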;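 further: 0% = DMSO wells with GLD-1 and probe and 100% = wells lacking GLD-1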
Efflux pump mplx – antifungal efflux pump inhibition, Nile Red retention; S. cerevisiae Candida pump triplex; hit rate 0.44% among 330,000; inhibition, % at 10 µM;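 active means plate passing quality check with inhibition over a set limit, or well fluorescence over plate mean plus 4 SD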;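 further: Nile Red retained in pooled yeast measured as flow cytometry median fluorescence; 0% = buffer negative control and 100% = Enniatin B positive control; higher means more Nile Red kept so more efflux inhibition; some compounds called inactive have numbers as strong as hits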
MEX-5 binding – C. elegans MEX-5 TCR-2 RNA binding activity. Q9XUB2. MEX-5/FITC-TCR2 RNA binding, fluorescence polarization; stronger effect = lower value. activity score (negative = inhibition of binding), % at 10 µM. hit rate 0.38% among 300,000. AID 1832;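 active means inhibition past about -25% in most replicates, and total fluorescence under double the plate's negative control median, limit read from the data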;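 further: 0% = DMSO and -100% = 5 µM competing unlabeled TCR2 RNA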
* hit, by the source's call; · = no result given.

# | VLA-4 inh | GRK2 inh | GLD-1 RNA inh | Efflux pump mplx | MEX-5 binding | molecule
1 | · | · | · | · | -1.0 | O=C(NCc1cccnc1)c1cc(S(=O)(=O)N2CCCC2)c(Cl)cc1Cl
2 | · | · | · | · | 1.8 | Cc1cc(-c2ccccc2)nc(N2CCC(C(=O)NCc3ccccc3Cl)CC2)n1
3 | · | · | · | · | 3.6 | COc1ccc(OCC2c3cc(OC)c(OC)cc3CCN2C(=O)C(C)C)cc1 (stereo not given)
4 | · | · | · | · | -0.3 | CCc1ccc(NC(=O)c2ccc3ncsc3c2)cc1
5 | · | · | · | · | -0.3 | CCC(C)(C)NC(=O)C(c1cccn1C)N(Cc1ccccc1)C(=O)Cn1nnc2ccccc21 (stereo not given)
6 | · | · | · | · | 0.2 | Cc1ccc(OCC(=O)N/N=C\c2ccc(C)o2)c([N+](=O)[O-])c1
7 | · | · | · | · | 0.2 | C/C=C(\C)C(=O)N[C@@H](C)CN1C2=NC[C@H](C(C)C)N2C[C@H]1Cc1ccc(OC)cc1
8 | · | · | · | · | -2.5 | CC1CCCN(S(=O)(=O)c2ccc(S(=O)(=O)N3CCCN(Cc4ccccc4)C3)cc2)C1 (stereo not given)
9 | · | · | · | · | -1.3 | Nc1nc(-c2ccco2)nn1C(=O)c1ccc(F)cc1
10 | · | · | · | · | -4.4 | Cc1cc(NS(=O)(=O)c2ccc(NC(=O)c3cc4c(=O)n5ccccc5nc4s3)cc2)nc(C)n1
11 | · | · | · | · | 0.6 | Cc1ccc(CN2CCC(C(=O)Nc3ccc(Oc4cccnc4)cc3)CC2)cc1
12 | · | · | · | · | -2.4 | CCc1ccc(NC(=O)CSc2nc(NS(=O)(=O)c3ccccc3)cc(=O)[nH]2)cc1
13 | · | · | · | · | 3.0 | CCN(CC)S(=O)(=O)c1ccc(C(=O)NCC(=O)NCCCc2ccccc2)cc1
14 | · | · | · | · | 3.5 | CCOC(=O)C(C)Oc1ccc(C2NC(=O)NC(C)=C2C(=O)Nc2ccccc2C)cc1 (stereo not given)
15 | · | · | · | · | 1.7 | CC(=O)OCC1(C)CN(c2ccccc2)N(C(=O)c2ccc(C(C)(C)C)cc2)C1=O (stereo not given)
16 | · | · | · | · | 0.6 | O=S(=O)(NCC1CCN(c2ccc(S(=O)(=O)N3CCOCC3)cc2)CC1)c1ccccc1
17 | · | · | · | · | 0.0 | COC(C[C@H]1O[C@H]1[C@@H](O)[C@H](C)OCc1ccccc1)OC
18 | · | · | · | · | 0.3 | CCN(CC)S(=O)(=O)c1ccc(N2CCOCC2)c(NC(=O)c2cc(-c3ccccn3)nc3ccccc23)c1
19 | · | · | · | · | -1.7 | CCC(NC(=O)c1cc(COc2ccc(F)cc2Cl)on1)c1ccncc1 (stereo not given)
20 | · | · | · | · | 4.9 | Cc1nc2ccccc2c2c1C(=O)N(CCC1=CCCCC1)C2=O
21 | · | · | · | · | 1.0 | CN(C)c1ccc(-c2nn3c(-c4ccc(Cl)cc4)nnc3s2)cc1
22 | · | · | · | · | 0.2 | Cc1nn(C)c(C(=O)NC(=S)Nc2ccc([N+](=O)[O-])cc2)c1Cl
23 | · | · | · | · | 0.2 | O=C(CCl)N(Cc1cccc([N+](=O)[O-])c1)c1cccc(Cl)c1
24 | · | · | · | · | 2.7 | Cn1ccc(C(=O)OCC(=O)Nc2ccccc2)n1
25 | · | · | · | · | 1.1 | OCCC1CN(CCCn2cccn2)CCN1C1CCCCC1 (stereo not given)
26 | · | · | · | · | 5.6 | O=C(NCc1nc2ccccc2[nH]1)C1=C[C@@H](c2ccc3c(c2)OCO3)C[C@@H](OCc2ccc(CO)cc2)O1
27 | · | · | · | · | 0.6 | COc1cc(C)nc(Oc2ccc(=O)n(C)n2)n1
28 | · | · | · | · | -1.2 | C/C(=N\O)c1sc(-c2ccccc2)nc1C
29 | · | · | · | · | -1.1 | O=C(Nc1ccc(F)cc1F)c1cc2ncc(Br)cn2n1
30 | · | · | · | · | 1.0 | CN(C)c1nc(OCCNC(=O)Nc2ccccc2)nc(N2CCOCC2)n1
31 | · | · | · | · | -1.4 | O=C(C1CCC(CNc2nc(=S)[nH]c3ccccc23)CC1)N1CCN(c2ccc(F)cc2)CC1 (stereo not given)
32 | · | · | · | · | 0.2 | Cc1ccc(NC(=O)c2noc3c2CCC3)cc1C
33 | · | · | · | · | -2.5 | CCOCCCN(C(=O)Cn1nnc(-c2ccc(C)o2)n1)C(C(=O)NC1CCCC1)c1ccc(C)o1 (stereo not given)
34 | · | · | · | · | 0.1 | CCc1cc2ccccc2nc1SCC(=O)N1CCN(C(=O)c2ccco2)CC1
35 | · | · | · | · | 0.9 | CCOc1ccc(S(=O)(=O)N2CCN(S(=O)(=O)c3ccc(C)c(C)c3)CC2)cc1
36 | · | · | · | · | 0.4 | CCOc1ccc(C(C(=O)NCC2CCCO2)N(Cc2cccnc2)C(=O)c2snc(C(N)=O)c2N)cc1 (stereo not given)
37 | · | · | · | · | 0.4 | O=C(NCCCN1CCCC1=O)c1ccc2c(c1)NC(=O)C(N1CCOCC1)S2 (stereo not given)
38 | · | · | · | · | -0.1 | Cc1cccc(C(=O)NC(=S)NNC(=O)COc2ccc(Cl)cc2)c1
39 | · | · | · | · | -1.6 | CN(C)CCCN(C(=O)CCOc1ccccc1)c1nc2c(F)cccc2s1
40 | · | · | · | · | 0.6 | CC1=NOC(=O)/C1=C\c1ccc(-c2ccccc2Br)o1
41 | · | · | · | · | -1.6 | Cc1cccc(N(C)C(=O)c2cc3cc4ccc(C)cc4nc3o2)c1
42 | · | · | · | · | -5.3 | C#CCOCCOCCOCCNc1nc(N2CCN(C(=O)[C@H](CCCCN)n3cc(C(N)CO)nn3)CC2)nc(N2CCN(C(=O)[C@H](CCC(=O)O)n3cc(C(N)CC(C)C)nn3)CC2)n1 (stereo not given in full)
43 | · | · | · | · | 1.8 | COc1ccc(Nc2ncnc3c2cnn3-c2cccc(C)c2)cc1OC
44 | · | · | · | · | -0.8 | O=c1c2[nH]c3ccccc3c2ncn1Cc1cccnc1
45 | · | · | · | · | 0.0 | O=CN1CCN(C(=S)NC(=O)c2ccc(Cl)cc2)CC1
46 | · | · | · | · | -0.2 | O=C(CNC(=O)C1CCCCC1)OCC(=O)c1ccc(Br)cc1
47 | · | · | · | · | 2.5 | CC(C)c1ccc(NC2CCCN(C(=O)c3cc(C(C)C)[nH]n3)C2)cc1 (stereo not given)
48 | · | · | · | · | 1.0 | Cc1nc(N)sc1-c1csc(Nc2ncccn2)n1
49 | · | · | · | · | 1.7 | COC(C[C@@H]1O[C@@H]1[C@H](O)[C@H](C)OCc1ccccc1)OC
50 | · | · | · | · | -1.3 | Cc1cc(Nc2ncc(Cl)cc2Cl)n(-c2ccccn2)n1
51 | · | · | · | · | 2.2 | Cc1ccc(C)c(OCCCC(=O)Nc2ccc(N3CCOCC3)cc2)c1
52 | · | · | · | · | 0.3 | N=C1SCC(=O)N1c1ncc(Cc2cccc(Cl)c2)s1
53 | · | · | · | · | -0.2 | Cc1[nH]c(=O)[nH]c1CN1CCCCC1
54 | · | · | · | · | 1.4 | CCOCc1cnc(C)nc1NCC(=O)c1c(C)n(C)c2ccc(OC)cc12
55 | · | · | · | · | 3.0 | CSCCC(N=Cc1c(O)n(-c2ccc(F)cc2)c(=O)[nH]c1=O)C(=O)O (stereo not given)
56 | · | · | · | · | -1.3 | COc1ccc(CNS(=O)(=O)c2cc3c4c(c2)CCN4C(=O)CC3)cc1
57 | · | · | · | · | -2.0 | Cc1cccc(N(CC(=O)NCc2ccc3c(c2)OCO3)C(=O)CCC(=O)Nc2ccccn2)c1C
58 | · | · | · | · | -2.4 | O=C(/C=C/Nc1ccc(Nc2ccccc2)cc1)c1cccs1
59 | · | · | · | · | 4.0 | Cc1ccc(-c2cc(C(=O)N/N=C/c3c(C)nn(-c4ccccc4)c3C)[nH]n2)cc1
60 | · | · | · | · | -3.3 | CC1=C(C)CC(C(=O)NC2CCCC2)C(C(=O)O)C1 (stereo not given)

Additional results follow.
# | VLA-4 inh | GRK2 inh | GLD-1 RNA inh | Efflux pump mplx | MEX-5 binding | molecule
61 | · | · | · | · | 1.5 | Cc1ccc(NCc2nnc(SCC(N)=O)n2CCc2ccccc2)cc1
62 | · | · | · | · | -0.2 | COc1ccc(-c2nnc(SCC(=O)Nc3nc4ccccc4s3)n2C)cc1
63 | · | · | · | · | -0.2 | COc1cc2nc3c4ccccc4n(CC#N)c3nc2cc1OC
64 | · | · | · | · | 0.2 | Cc1ccc(NS(=O)(=O)c2cc(C(=O)N(C)C)ccc2C)cc1C
65 | · | · | · | · | -0.5 | Cn1c(=O)[nH]c(=O)c2c1nc(N1CCN(c3cccc(Cl)c3)CC1)n2CCCc1ccccc1
66 | -15.7 | · | · | -0.1 | 0.6 | CC(C)(C)C(=O)CN1C(=O)NC2(CCOc3ccccc32)C1=O (stereo not given)
67 | 20.3 | · | · | 0.1 | -3.7 | Cc1c(NC(=O)c2cccs2)cccc1NC(=O)c1cccs1
68 | -9.6 | · | 2.1 | 0.4 | · | C=CC[C@H](CC(=O)NCCO)C(=O)N[C@H](C)COC(=O)[C@@H](CC=C)Cc1ccc(F)cc1
69 | · | 0.0 | · | -0.1 | · | COc1ccc(CC(=O)N[C@@H]2c3ccccc3CC[C@H]2OCc2ccccc2)cc1
70 | · | 0.0 | · | 0.4 | · | O=C(C[C@H]1C[C@H](C(=O)N2CCCCC2)[C@@]2(CCc3ccccc3)c3[nH]c4cc(-c5ccco5)ccc4c3CCN2C1=O)NCCN1CCOCC1
71 | · | 0.0 | · | -0.1 | · | COC(=O)C[C@H](NC(=O)Cn1cnc(C(=O)Nc2ccc(C)c(C)c2)n1)C(=O)OC
72 | · | 3.0 | · | -0.1 | · | Nc1ncnc2c1ncn2[C@@H]1O[C@H](CNCc2cccc(C#Cc3ccccc3)c2)[C@@H](O)[C@H]1O

Full records, looked up by structure. Values in the order: VLA-4 inh, GRK2 inh, GLD-1 RNA inh, Efflux pump mplx, MEX-5 binding
Record of Cc1ccc(C)c(OCCCC(=O)Nc2ccc(N3CCOCC3)cc2)c1 : ·, ·, ·, ·, 2.2
Record of O=C(CCl)N(Cc1cccc([N+](=O)[O-])c1)c1cccc(Cl)c1 : ·, ·, ·, ·, 0.2

New compounds follow
# | VLA-4 inh | GRK2 inh | GLD-1 RNA inh | Efflux pump mplx | MEX-5 binding | molecule
73 | · | 36.0 | · | -0.1 | · | Cc1ccc(S(=O)(=O)N2C[C@@H]3CCCC[C@@H]3[C@@H](C)[C@H]2c2cn(Cc3ccccc3)c3ncccc23)cc1
74 | · | 0.0 | · | -0.4 | · | C=CCN1c2ccccc2C(=O)C(C)S1(=O)=O (stereo not given)
75 | · | 0.0 | · | 0.0 | · | O=C(C[C@H]1C[C@H](C(=O)N2CCOCC2)[C@@]2(CCC3CCCC3)c3[nH]c4ccc(Cl)cc4c3CCN2C1=O)NCCc1ccccn1
76 | · | 5.0 | · | -0.3 | · | COCCCNC(=O)CC1C[C@H](C(=O)N2CCOCC2)[C@@]2(CCC3CCCC3)c3[nH]c4ccc(OC)cc4c3CCN2C1=O (stereo not given in full)
77 | · | 0.0 | · | -0.2 | · | CC[C@]12c3[nH]c4ccc(Cl)cc4c3CCN1C(=O)[C@@H](CC(=O)NCCCOC)C[C@@H]2C(=O)N1CCN(C(=O)c2ccco2)CC1
78 | · | 0.0 | · | -0.4 | · | CCCC(C)c1oc(=O)cc(O)c1C (stereo not given)
79 | · | 3.0 | · | 0.8 | · | CC[C@]12c3[nH]c4cc(-c5ccco5)ccc4c3CCN1C(=O)[C@@H](CC(=O)NC/C=C(\C)CCC=C(C)C)C[C@@H]2C(=O)N1CCN(C(=O)C2CC2)CC1

Of the compounds above, these contain two or more sulfur atoms:
# | VLA-4 inh | GRK2 inh | GLD-1 RNA inh | Efflux pump mplx | MEX-5 binding | molecule
8 | · | · | · | · | -2.5 | CC1CCCN(S(=O)(=O)c2ccc(S(=O)(=O)N3CCCN(Cc4ccccc4)C3)cc2)C1 (stereo not given)
10 | · | · | · | · | -4.4 | Cc1cc(NS(=O)(=O)c2ccc(NC(=O)c3cc4c(=O)n5ccccc5nc4s3)cc2)nc(C)n1
12 | · | · | · | · | -2.4 | CCc1ccc(NC(=O)CSc2nc(NS(=O)(=O)c3ccccc3)cc(=O)[nH]2)cc1
16 | · | · | · | · | 0.6 | O=S(=O)(NCC1CCN(c2ccc(S(=O)(=O)N3CCOCC3)cc2)CC1)c1ccccc1
35 | · | · | · | · | 0.9 | CCOc1ccc(S(=O)(=O)N2CCN(S(=O)(=O)c3ccc(C)c(C)c3)CC2)cc1
48 | · | · | · | · | 1.0 | Cc1nc(N)sc1-c1csc(Nc2ncccn2)n1
52 | · | · | · | · | 0.3 | N=C1SCC(=O)N1c1ncc(Cc2cccc(Cl)c2)s1
62 | · | · | · | · | -0.2 | COc1ccc(-c2nnc(SCC(=O)Nc3nc4ccccc4s3)n2C)cc1
67 | 20.3 | · | · | 0.1 | -3.7 | Cc1c(NC(=O)c2cccs2)cccc1NC(=O)c1cccs1

An excerpt; rates above refer to the full screens.
